CHO parental Ca = counter-screen for OX1R antagonists: effect in parental CHO cells; parental CHO-K1, ATP-induced calcium, Fluo-8 fluorescence; inhibition, % at 5.6 µM; 330,000 tested, 0.63% active;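 active = inhibition above that plate's mean sample inhibition plus 3 SD, cut at about 26% in these data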;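 note: 0% = ATP-challenged DMSO wells and 100% = DMSO wells without ATP; some compounds past the cut are filed as inactive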
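Assay system: parental CHO cells; Read-out basis: percent inhibition of ATP-evoked calcium rise, normalized to controls; Benchmarks: ATP and no-ATP DMSO wells; Compound dosing: single nominal dose of 5.6 µM per compound; Signal: Fluo-8 calcium dye fluorescence; Also added: ATP as calcium-mobilizing challenge; Repeats: singlicate.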
TAAR1 antagonist = antagonists of human TAAR1 | Q96RJ0 | CHO RD-HGA16 TAAR1, Fluo-8 calcium fluorescence, antagonist | AID 624466 | inhibition, % at 3 µM | 360,000 tested, 1.5% active;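 active = inhibition above a per-plate cutoff, the mean inhibition of test compounds on that plate plus 3 SD, cut at about 49% in these data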;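 note: 0% = DMSO plus EC80 beta-PEA response and 100% = DMSO alone without agonist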
Target sequence (Q96RJ0 whole entry, looked up): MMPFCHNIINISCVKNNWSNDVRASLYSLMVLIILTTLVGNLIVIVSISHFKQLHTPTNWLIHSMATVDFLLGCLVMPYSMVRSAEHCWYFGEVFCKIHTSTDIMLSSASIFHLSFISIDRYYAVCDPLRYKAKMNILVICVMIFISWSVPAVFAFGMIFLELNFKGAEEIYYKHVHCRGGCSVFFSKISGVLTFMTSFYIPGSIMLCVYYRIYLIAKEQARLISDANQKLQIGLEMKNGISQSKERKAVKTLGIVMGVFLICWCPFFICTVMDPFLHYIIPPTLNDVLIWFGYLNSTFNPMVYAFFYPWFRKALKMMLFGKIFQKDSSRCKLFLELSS
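Assay system: CHO-derived RD-HGA16 cells stably expressing human TAAR1 plus Gα16. Timing: 140 s kinetic read after compound, 140 s after agonist. Technique: kinetic Fluo-8 calcium fluorescence measurement. Measure: % inhibition of agonist calcium response.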
M1 PAM parental = nonselective activator or artifact in parental CHO-K1 calcium assay; ATP EC20, Fluo-8 calcium fluorescence; 0% at ATP EC20, 100% at ATP max; 360,000 tested, 0.02% active; activation, % at 3 µM; AID 602247;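 active = activation above the run cutoff, the mean activation of all test compounds plus 3 SD, cut at about 40% in these data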;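 note: peak over basal fluorescence ratio in a 140 s read after ATP addition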
CHO-K1 Ca antag = M1 antagonist counterscreen hit in parental CHO-K1 cells. ATP-induced calcium, Fluo-8 fluorescence. inhibition, % at 3 µM. 360,000 tested, 0.6% active. AID 602250;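 active = inhibition above a per-plate cutoff, the plate's mean sample inhibition plus 3 SD, cut at about 24% in these data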;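 note: 0% = DMSO plus EC80 ATP and 100% = DMSO alone without ATP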
V1aR counter = counter-screen for oxytocin receptor agonists: human V1a receptor agonists; P37288; CHO-V1R cells, Fluo-8 calcium fluorescence, agonist mode; 0% DMSO, 100% 3 nM vasopressin; activation, % at 3 µM; 320,000 tested, 0.25% active;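 active = activation above the mean activation of all tested compounds plus 3 SD, per screening run, cut at about 20% in these data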;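 note: signal is peak over basal fluorescence ratio across a 100 second FLIPR read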
Target sequence (P37288 whole entry, looked up): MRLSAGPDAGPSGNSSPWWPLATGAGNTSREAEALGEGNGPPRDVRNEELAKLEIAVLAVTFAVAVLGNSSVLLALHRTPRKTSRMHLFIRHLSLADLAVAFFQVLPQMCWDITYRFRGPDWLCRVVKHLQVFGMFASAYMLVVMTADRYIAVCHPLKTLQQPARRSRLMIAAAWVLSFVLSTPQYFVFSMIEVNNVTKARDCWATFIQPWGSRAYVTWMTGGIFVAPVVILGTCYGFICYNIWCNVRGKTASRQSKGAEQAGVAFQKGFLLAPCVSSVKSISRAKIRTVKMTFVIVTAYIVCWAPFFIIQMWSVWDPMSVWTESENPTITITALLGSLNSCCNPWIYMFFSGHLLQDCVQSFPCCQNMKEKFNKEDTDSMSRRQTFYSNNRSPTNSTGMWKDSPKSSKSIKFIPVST
OXTR potentiator = human OXTR potentiation. CHO-OTR cells, Fluo-8 calcium fluorescence, potentiator mode; 0% = oxytocin EC15, 100% = EC100. activation, % at 3 µM. 320,000 tested, 0.061% active. AID 2445;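 active = activation above that plate's cutoff, the mean activation of tested compounds plus 3 SD, cut at about 6.6% in these data, passing the limit was not always enough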;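 note: 100% uses oxytocin at 75 nM as the full agonist control; some results filed as inactive read as strong as hits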
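Replication – single well per compound, singlicate · Assay system – CHO cell line stably expressing human OTR · Timing – 6 min pre-incubation, 100 s read · Measure – normalized max/min fluorescence ratio, % activation · Doses – 3.0 µM, one dose · Detection – Fluo-8 calcium dye fluorescence · Probe or stimulus – oxytocin near EC15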
TAAR1 ag = human TAAR1 agonism; Q96RJ0; CHO RD-HGA16 TAAR1, Fluo-8 calcium fluorescence; vehicle wells 0%, saturating PEA agonist 100%; activation, % at 3 µM; 360,000 tested, 0.99% active;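 active = activation above the mean activation of all test compounds in the run plus 3 SD, cut at about 38% in these data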
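Assay system – CHO-derived RD-HGA16 cells with stable Gα16 and human TAAR1 · Compound dosing – one-point dosing at 3 µM (nominal) · Incubation – 17-24 h seeding, 75 min 37 °C dye, 30 min RT · Measured by – kinetic Fluo-8 calcium fluorescence · Control set – DMSO vehicle as 0%, PEA at EC100 as 100% · Repeats – single well for each compound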
M1 ag parental = M1 agonist counterscreen hit in parental CHO-K1 cells; Fluo-8 calcium fluorescence; scaled to maximal ATP response, vehicle zero; activation, % at 3 µM; 360,000 tested, 0.48% active; AID 602248; in the data active = activation above about 15%;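 note: untransfected CHO-K1 host cells lacking M1 receptor as counterscreen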
M1 ag = human M1 muscarinic receptor agonism | CHO-K1 hM1, Fluo-8 calcium fluorescence, agonist mode; 0% DMSO, 100% acetylcholine EC100 | 360,000 tested, 0.33% active | P11229 | activation, % at 3 µM;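 active = activation above the run's mean compound activation plus 3 SD, cut at about 16% in these data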;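 note: peak over basal fluorescence ratio within a 140 s kinetic read after compound addition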
The depositor's hits bear a star; . = not tested or not shown.

SMILES	CHO parental Ca	TAAR1 antagonist	M1 PAM parental	CHO-K1 Ca antag	V1aR counter	OXTR potentiator	TAAR1 ag	M1 ag parental	M1 ag
NC(=O)CSc1nc2ccccc2n1Cc1ccccc1F	-10	-17	22	-9	1.4	-7	7	0.7	-1
O=C(CCNC(=O)N1CC(=O)Nc2ccccc21)NCCc1ccc(Cl)cc1	.	-1	-7	-1	.	.	3	0.2	-3
CC(C)c1ccc(N(C(=O)c2snc(C(N)=O)c2N)C(C(=O)NCC2CCCO2)c2ccc(N(C)C)cc2)cc1 (configuration not stated)	.	55*	-12	-7	.	.	24	1.9	-4
Cc1ccc(C)c(C(=O)NC(C)CCc2ccccc2)c1 (configuration not stated)	-15	10	-10	4	-2.1	-2	2	-0.4	-4
CC(=O)Nc1cccc(-c2ccnc3c2CC(C(=O)Nc2ccc(F)c(Cl)c2)O3)c1 (configuration not stated)	.	41	12	-8	.	.	15	-0.1	1
COC(=O)c1cc(C(=O)OCC(=O)N(C)C2CCS(=O)(=O)C2)cc([N+](=O)[O-])c1 (configuration not stated)	-12	-11	18	-5	-0.3	-9	1	0.3	-6
CCN(CC)C(=O)CSc1nnc(-c2cc(-c3ccc(Cl)cc3)nc3ccccc23)o1	-21	-10	12	-10	0.6	-6	3	0.6	-4
O=C(CCOc1ccccc1)Nc1cccc([N+](=O)[O-])c1	6	11	18	-5	0.7	-14	3	1.8	-4
CC(OC(=O)c1cc2sccc2n1C)C(=O)NC(C)(C)C (configuration not stated)	-17	-10	-7	-9	0.4	5	3	0.9	-3
CC(C)(C)C(=O)Nc1nnc(Cc2ccccc2)s1	-9	9	12	9	-0.5	-3	18	-0.1	-1
CCNS(=O)(=O)c1ccc(CCC(=O)NCc2ccc3c(c2)OCO3)cc1	-2	-6	9	-4	-0.3	-13	1	0.1	-3
COC(=O)Cn1c(-c2ccc(OC)cc2)c(-c2ccc(OC)cc2)nnc1=O	-17	-3	-5	-5	-0.5	-3	0	-0.1	-2
O=C(Nc1nnc([C@H]2C[C@H](O)[C@@H](CO)O2)s1)c1cccc(OC(F)(F)F)c1	.	3	-5	-10	.	.	1	0.1	-4
Cc1ccc(-n2nc(C(=O)c3ccccc3)n3c(=O)cc(-c4ccccc4)nc23)cc1	-3	-9	18	-3	0.8	-3	8	0.8	-4
Cc1cc(/C=C2\SC(=S)NC2=O)c(C)n1C1CC1	-11	22	5	4	2.5	0	2	2.9	-4
C/C(=N\NC(=O)Cc1cccn1C)c1ccc([N+](=O)[O-])cc1	0	2	4	4	-0.5	-4	2	6.6	-7
CC1CCN(c2ccc3c(c2)S(=O)(=O)c2cccc(C(=O)NC4CC4)c2C3=O)CC1	-11	24	10	-13	4.4	-7	23	4.4	4
CCn1cc(C(=O)Nc2ccc(Cl)cc2Cl)cn1	-19	-1	-11	8	-1.4	-5	-1	-0.1	1
CC(O)CN(Cc1cccc(Cl)c1)CC(C)O (configuration not stated)	.	0	15	-5	.	.	5	0.3	-4
CC(C)CC(=O)Nc1cc2nn(-c3ccccc3)nc2cc1Cl	-13	-4	11	1	1.5	-4	4	-0.1	-1
CC(=O)Nc1ccc(NC(=O)CSc2nnnn2-c2ccc(F)cc2)cc1	1	-9	10	-6	0.7	-11	1	1.4	-2
COC(=O)c1ccc(C2c3c(oc4ccc(F)cc4c3=O)C(=O)N2CCO)cc1 (configuration not stated)	-3	20	12	-14	1.2	-8	13	0.7	-1
Cc1ccc(C(=O)CSc2nnc(C(C)C)n2C)cc1C	-4	8	10	0	-0.8	-17	1	0.4	-14
Cc1ccc(S(=O)(=O)N(C)C)cc1NC(=O)COC(=O)C1COc2ccccc2O1 (configuration not stated)	-12	14	12	-6	1.2	-8	9	1.5	-2
COc1ccc(CC(=O)Nc2nnc(-c3cccc([N+](=O)[O-])c3)s2)cc1	-10	-3	-7	7	-0.3	-2	1	-0.1	-2
O=C(CNCCc1ccc(F)cc1)Nc1cc(F)ccc1F	-7	-12	20	-2	1.2	0	5	10	1
CCC(C)N1C(=O)CCC1C(=O)O (configuration not stated)	-8	-15	9	-7	-0.1	-2	5	0.2	-2
CC1(C(=O)NS(=O)(=O)c2ccccc2)CCN1C(=O)CC1CCCCC1 (configuration not stated)	.	-6	18	-7	.	.	0	0.7	-2
O=C(O)c1cc2cccc(S(=O)(=O)N3CCOCC3)c2cc1O	-13	-9	19	-4	7.2	-6	4	0.1	-3
COc1cc(NC(=O)Cn2cnc3c(OCc4ccccc4)ncnc32)cc(OC)c1OC	-29	-15	-3	0	0.0	6	2	1.0	1
O=c1cc(-c2ccccc2)oc2cc(OCc3ccccc3)cc(O)c12	3	-9	19	-3	0.5	0	12	0.0	-6
COc1ccc(C2Nc3cccc4cccc(c34)N2)cc1Br	-17	-7	-2	-8	0.0	-10	-1	0.2	-3
COc1cc(OC)c(S(=O)(=O)Nc2ccccc2NC(=O)CN2CCOCC2)cc1NC(C)=O	-1	-21	8	-15	0.8	-1	2	0.6	-3
NC(=O)c1cnn(Cc2ccc(Cl)cc2)c1N	-7	-6	17	-8	0.5	-7	8	0.1	-1
CCN(CCO)c1ncnc2onc(-c3ccc(F)cc3)c12	-6	-5	-2	-6	0.9	2	1	0.2	-2
O=[N+]([O-])c1ccc(N2CCN(Cc3ccccc3)CC2)s1	3	19	-4	-13	1.3	-17	0	3.4	-6
CC(C)(C)C1(O)CC(C(F)(F)F)=NN1C(=O)CCc1ccccc1 (configuration not stated)	-20	-3	14	-13	-1.0	-5	11	0.1	-10
CSc1nc2ccc3nc(NC(=O)c4ccccc4)sc3c2s1	-15	-12	18	1	-0.5	-5	2	0.1	0
Fc1ccccc1CNc1cc(Cl)cc(Cl)c1	-2	8	14	-18	-0.3	-6	8	0.2	-6
COc1ccc(-c2c(C#Cc3ccsc3)c3cc(-c4ccc(OC)nc4)ccc3n2C)cc1	-7	20	12	-6	1.7	-3	7	4.2	-3
O=C(CCC1CCCN(Cc2cccc3c2OCO3)C1)NCc1ccc(F)c(F)c1 (configuration not stated)	-30	-17	6	1	0.2	4	11	-0.5	-14
O=C(O)CCC(=O)N1CCCC1	8	4	8	3	0.7	-3	9	0.2	-2
COc1ccc([C@@H]2CC(=O)[C@@H]3CN(S(=O)(=O)c4ccc(Cl)cc4)[C@H](c4ccc(C)cc4)C[C@@H]3N2S(=O)(=O)c2ccccc2)cc1	.	-32	11	-17	.	.	0	0.2	3
C[n+]1c2n(c3ccccc31)N=C(c1ccc(Br)cc1)CS2	-19	-18	10	5	0.0	-14	5	-0.1	-6
Brc1ccc(OCCN2CCOCC2)cc1	-2	-4	13	-2	1.0	-12	1	0.0	1
COc1cccc(N=Cc2ccc(O)cc2O)c1	5	4	7	-13	0.4	-2	15	0.1	1
O=C(c1cc2ccccc2cc1O)N1CCN(c2cccc(Cl)c2)CC1	-13	13	-3	-1	4.4	-18	1	0.9	1
Cc1ccc(C)n1C1CCS(=O)(=O)C1 (configuration not stated)	-3	-1	-6	12	0.1	-19	3	-0.5	-1
CC(C)CCC1(CCNC(=O)c2cccs2)CCOC(C)(C)C1 (configuration not stated)	-18	-23	2	-8	-1.1	-4	-2	0.2	-4
CC1(C)CC(NC(=O)c2ccc(Cl)c(S(=O)(=O)N(Cc3ccccc3)c3ccccc3)c2)CC(C)(C)N1	-20	-3	.	.	-0.3	-2	1	.	.
CCOC(=O)Cc1csc(SC(C)C(=O)NC2CCCCC2C)n1 (configuration not stated)	-28	-19	-10	14	-0.7	2	1	0.1	-4
CC1=C(C(=O)Nc2cc(C(=O)N(C)Cc3ccccc3)ccc2C)SCCO1	-25	-15	15	-15	1.1	-8	0	3.2	-3
COc1cc(/C=C2/SC(=S)N(Cc3ccccc3)C2=O)ccc1OCC(=O)O	-9	-5	18	0	1.8	-19	9	1.3	1
CCN(C(=O)C1CC1)C1CCS(=O)(=O)C1 (configuration not stated)	-4	-6	-18	8	-0.7	-3	1	0.1	-1
CC(C)(C)NC(=O)CCn1nc(-c2ccc(Cl)cc2)c2ccccc2c1=O	-23	.	5	-2	-0.8	-12	.	1.8	-2
COc1ccc(CCN2C(=O)C(O)=C(C(C)=O)C2c2ccccc2OC)cc1OC (configuration not stated)	-5	-4	13	-14	0.4	4	11	0.1	2
COc1ccc(OCCOc2ccc(C)nc2[N+](=O)[O-])cc1	0	0	2	1	0.0	-1	1	0.6	-5
CSCCC1NC(=O)N(CC(=O)Nc2c(Cl)cc(Cl)cc2Cl)C1=O (configuration not stated)	-5	23	0	-5	0.6	-8	14	-0.2	-1
O=C(CCN1C(=O)/C(=C/c2ccccc2F)SC1=S)NC1C=CS(=O)(=O)C1 (configuration not stated)	-7	-21	16	-10	11	-6	2	6.8	4
CC(C)(C)OC(=O)N(CCc1ccccc1)Cc1ccc(OCc2cccc(NC(=O)C3CC3)c2)cc1	.	-20	16	-19	.	.	3	0.9	-1
Additional structures follow.
SMILES	CHO parental Ca	TAAR1 antagonist	M1 PAM parental	CHO-K1 Ca antag	V1aR counter	OXTR potentiator	TAAR1 ag	M1 ag parental	M1 ag
CC(C)NS(=O)(=O)c1ccc(NC(=O)C2CCCCC2)cc1	-10	-9	-7	-2	1.7	-4	7	0.7	-4
COc1ccc2cc(CCNC(=O)CCc3ccccc3)c(=O)[nH]c2c1	11	-5	-1	-6	-0.1	-5	2	1.1	-1
CC(C)(C)CC(C)(C)NC(=S)Nc1ccc2nc(-c3ccccn3)c(-c3ccccn3)nc2c1	3	13	19	8	2.4	2	7	5.5	3
CC(NC(=O)CSC(=S)N1CCCC1)c1ccc(S(N)(=O)=O)cc1 (configuration not stated)	-7	10	-18	0	-0.2	-4	2	0.3	-4

4 entries from above in a different format.
| SMILES | CHO parental Ca | TAAR1 antagonist | M1 PAM parental | CHO-K1 Ca antag | V1aR counter | OXTR potentiator | TAAR1 ag | M1 ag parental | M1 ag |
| --- | --- | --- | --- | --- | --- | --- | --- | --- | --- |
| CC(C)NS(=O)(=O)c1ccc(NC(=O)C2CCCCC2)cc1 | -10 | -9 | -7 | -2 | 1.7 | -4 | 7 | 0.7 | -4 |
| CC(NC(=O)CSC(=S)N1CCCC1)c1ccc(S(N)(=O)=O)cc1 (configuration not stated) | -7 | 10 | -18 | 0 | -0.2 | -4 | 2 | 0.3 | -4 |
| COc1ccc2cc(CCNC(=O)CCc3ccccc3)c(=O)[nH]c2c1 | 11 | -5 | -1 | -6 | -0.1 | -5 | 2 | 1.1 | -1 |
| CC(C)(C)CC(C)(C)NC(=S)Nc1ccc2nc(-c3ccccn3)c(-c3ccccn3)nc2c1 | 3 | 13 | 19 | 8 | 2.4 | 2 | 7 | 5.5 | 3 |
